NALP1 inh – inhibitors of NALP1 inflammasome in yeast | S. cerevisiae NALP1/ASC/caspase-1 growth, X-gal OD620, 72 h | inhibition, % at 10 µM | 280,000 compounds, 0.61% hits; in the data active = inhibition mostly above about 24%, no sharp cut-off; inactive = mostly below about 32%; also: some compounds called inactive have numbers as strong as hits
GPR7 antagonist – antagonists of human GPR7 (neuropeptides B/W receptor 1); GPR7-expressing cells, fluorescence antagonist assay; inhibition, % at 4.4 µM; 290,000 compounds, 1.1% hits; AID 1861; in the data active = inhibition above about 16%, passing the limit was not always enough;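 also: cells stimulated with the agonist NPW; 0% = agonist with vehicle and 100% = vehicle without agonist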
IDE cell inh – inhibitors of human insulin-degrading enzyme in cells; inhibition, % at 5.59 µM; 320,000 compounds, 0.41% hits; HEK cells, FAbetaB cleavage, fluorescence polarization; AID 434962;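 active = percent inhibition above the average of all tested compounds plus 3 SD, set per screening campaign, cut at about 16% in these data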;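 also: IDE supplied by intact live HEK cells; FP after avidin binding of uncleaved biotin substrate so inhibition keeps polarization high; 0% = DMSO wells and 100% = 60 µM reference IDE inhibitor Ii1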
Target sequence (P14735 whole entry, looked up): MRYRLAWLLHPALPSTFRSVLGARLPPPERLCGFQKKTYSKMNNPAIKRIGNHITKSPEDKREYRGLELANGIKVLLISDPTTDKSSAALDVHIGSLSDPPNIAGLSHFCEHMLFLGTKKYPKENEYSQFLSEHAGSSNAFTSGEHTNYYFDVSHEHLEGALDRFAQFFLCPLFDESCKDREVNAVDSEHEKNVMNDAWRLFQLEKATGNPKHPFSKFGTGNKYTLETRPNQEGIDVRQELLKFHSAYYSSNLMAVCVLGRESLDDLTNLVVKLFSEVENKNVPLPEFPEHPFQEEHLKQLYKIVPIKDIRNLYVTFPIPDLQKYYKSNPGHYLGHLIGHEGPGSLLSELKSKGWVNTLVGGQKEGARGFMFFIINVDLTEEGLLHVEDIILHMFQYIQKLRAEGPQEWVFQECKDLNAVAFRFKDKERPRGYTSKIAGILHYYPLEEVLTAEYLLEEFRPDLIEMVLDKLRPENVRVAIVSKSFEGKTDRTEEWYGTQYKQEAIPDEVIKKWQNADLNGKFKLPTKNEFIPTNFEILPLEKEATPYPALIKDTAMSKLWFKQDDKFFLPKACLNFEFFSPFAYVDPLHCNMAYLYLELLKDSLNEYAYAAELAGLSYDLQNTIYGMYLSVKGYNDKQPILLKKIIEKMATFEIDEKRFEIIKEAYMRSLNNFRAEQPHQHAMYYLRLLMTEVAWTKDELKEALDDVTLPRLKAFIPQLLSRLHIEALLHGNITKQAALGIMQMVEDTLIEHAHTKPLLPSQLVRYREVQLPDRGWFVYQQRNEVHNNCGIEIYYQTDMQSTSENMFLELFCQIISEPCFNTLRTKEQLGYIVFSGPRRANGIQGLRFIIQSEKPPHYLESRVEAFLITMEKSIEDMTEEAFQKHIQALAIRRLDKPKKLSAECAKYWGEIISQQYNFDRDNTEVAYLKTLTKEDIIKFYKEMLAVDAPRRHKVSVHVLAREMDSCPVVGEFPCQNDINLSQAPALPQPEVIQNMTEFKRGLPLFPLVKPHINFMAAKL
IMP-1 inhibitor – blocks Pseudomonas aeruginosa IMP-1 metallo-beta-lactamase; purified IMP-1, nitrocefin hydrolysis, epi-absorbance fluorescence; inhibition, % at 5.6 µM; 290,000 compounds, 0.45% hits;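 active = inhibition above the mean plus 3 SD of all compounds in the same screening run, cut at about 4.5% in these data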;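 also: 0% = IMP-1 with DMSO and 100% = DMSO wells lacking enzyme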
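Material – recombinant IMP-1 enzyme, purified · Amount – IMP-1 0.2 nM before substrate addition · Medium – HEPES buffer pH 7.1 with ZnSO4 and Brij 35 · Timing – 25 °C, 15 min preincubation, 25 min reaction · Measured by – plate fluorescence quenching by hydrolysis product, ex 480/em 530 nm · Read-out – percent enzyme inhibition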
IDE act – IDE (human) activation, cell-based | HEK cells, FAbeta-B cleavage, fluorescence polarization; 0% vehicle, 100% cell-free pure enzyme wells | P14735 | 340,000 compounds, 0.073% hits | activation, % at 5.96 µM;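 active = activation above the mean of all tested compounds plus 3 SD, set per screening campaign, cut at about 17% in these data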
VIM-2 inhibitor – blocks Pseudomonas aeruginosa VIM-2 metallo-beta-lactamase; 290,000 compounds, 0.89% hits; purified VIM-2, nitrocefin hydrolysis, epi-absorbance fluorescence; AID 1527; inhibition, % at 5.6 µM;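 active = inhibition above the mean of all tested compounds plus 3 SD, cutoff set per screening run, cut at about 7.5% in these data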;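 also: red hydrolysis product quenches plate fluorescence so inhibitors raise well fluorescence; 0% = enzyme with DMSO and 100% = DMSO without enzyme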
p-CIP stab down – p/CIP protein destabilization; Q05BA5; F442A p/CIP-EGFP cells, EGFP fluorescence, 16 h; decrease of EGFP signal, % at 10 µM; 290,000 compounds, 0.01% hits; AID 1984;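 active = EGFP signal decrease of at least 30% at 10 µM or well 3 SD below plate mean, unless failing retest; inactive = the rest, including hits failing retest or dose response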; also: some compounds called inactive have numbers as strong as hits; many of its hits are not listed in these tables
PfM18AAP inh – blocks P. falciparum M18 aspartyl aminopeptidase; 290,000 compounds, 1.2% hits; recombinant PfM18AAP, H-Glu-NHMec fluorogenic cleavage; inhibition, % at 7.35 µM; AID 1822;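 active = inhibition above the campaign mean inhibition over all tested compounds plus 3 SD, cut at about 28% in these data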;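 also: 0% = plate median of test compound wells and 100% = 2 mM ZnCl2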
PHOSPHO1 block – inhibitors of human PHOSPHO1 phosphatase | Q8TCT1 | AID 1565 | inhibition, % at 13.3 µM | recombinant PHOSPHO1, absorbance phosphatase assay | 290,000 compounds, 1.1% hits; in the data active = inhibition above about 60%
* marks the source's active call; other numbers are inactive results.

For Cc1nn(Cc2c(F)c(F)c(F)c(F)c2F)c(C)c1NC(=O)c1cccc(COc2ccc(Cl)cc2)c1 the results were NALP1 inh 1, GPR7 antagonist 6, IDE cell inh -1, IMP-1 inhibitor -1.3, IDE act 1, VIM-2 inhibitor -0.2, p-CIP stab down -3, PfM18AAP inh -4 and PHOSPHO1 block 4.
`COC(=O)c1cc(-c2ccc(S(=O)(=O)N3CCCC(C)C3)cc2)c(C(F)(F)F)s1` (stereo not drawn) gave GPR7 antagonist -12, IDE cell inh -4, IMP-1 inhibitor -1.1, IDE act 3, VIM-2 inhibitor -2.2, p-CIP stab down -2, PfM18AAP inh -3 and PHOSPHO1 block 36.
O=C(NNC(=S)Nc1ccccc1)C1CC1 was read as NALP1 inh 4, GPR7 antagonist -19, IDE cell inh 2, IMP-1 inhibitor -3.4, IDE act -9, VIM-2 inhibitor -4.6, p-CIP stab down -3, PfM18AAP inh 6 and PHOSPHO1 block -94.
For CCC(NC(=O)c1ccccc1NC(=O)c1ccc(OC)cc1)C(=O)N1CCCC1 (stereo not drawn) the results were NALP1 inh 24, GPR7 antagonist -14, IDE cell inh 0, IMP-1 inhibitor -2.2, IDE act 4, VIM-2 inhibitor -4.9, p-CIP stab down -6, PfM18AAP inh 1 and PHOSPHO1 block 1.
Screening O=C(NC(=S)N1CCCCC1)c1cccnc1 returned NALP1 inh -6, GPR7 antagonist 14, IDE cell inh 1, IMP-1 inhibitor -0.8, IDE act 5, VIM-2 inhibitor -4.1, p-CIP stab down -3, PfM18AAP inh -2 and PHOSPHO1 block -3.
For COc1ccc(C(CCc2ccc(C)o2)NC(=O)Nc2ccc(OC)cc2OC)cc1 (stereo not drawn) the results were NALP1 inh -4, GPR7 antagonist 3, IDE cell inh -1, IMP-1 inhibitor 0.4, IDE act 5, VIM-2 inhibitor -0.1, p-CIP stab down 4, PfM18AAP inh -4 and PHOSPHO1 block 24.
COc1ccc(/C=N/NC(=O)c2ccc(Br)cc2)c(OC)c1 was read as NALP1 inh -22, GPR7 antagonist -3, IDE cell inh 5, IMP-1 inhibitor -3.2, IDE act -5, VIM-2 inhibitor -4.9, p-CIP stab down 2, PfM18AAP inh 3 and PHOSPHO1 block 4.
O=S(=O)(NCc1ccccc1)c1cccs1 was read as NALP1 inh -3, GPR7 antagonist 12, IDE cell inh 4, IMP-1 inhibitor 0.2, IDE act 7, VIM-2 inhibitor -3.8, p-CIP stab down -12, PfM18AAP inh -11 and PHOSPHO1 block 7.
For COc1cccc(N2CCN(C(=O)c3ccc4nc(N5CCCCC5)sc4c3)CC2)c1 the results were NALP1 inh 24, GPR7 antagonist 1, IDE cell inh 0, IMP-1 inhibitor -2.5, IDE act -12, VIM-2 inhibitor -2.3, p-CIP stab down -12, PfM18AAP inh 3 and PHOSPHO1 block 26.
Screening COC(=O)c1ccc(C(C(=O)NCc2ccccc2)N(Cc2ccco2)C(=O)c2cnccn2)cc1 (stereo not drawn) returned NALP1 inh 4, GPR7 antagonist -4, IDE cell inh -2, IMP-1 inhibitor 3.0, IDE act 8, VIM-2 inhibitor 1.0, p-CIP stab down 2, PfM18AAP inh -9 and PHOSPHO1 block 14.
`Cc1nn(C)cc1/C=C1\SC(=S)NC1=O` gave NALP1 inh 4, GPR7 antagonist -2, IDE cell inh -3, IMP-1 inhibitor -3.5, IDE act 2, VIM-2 inhibitor -1.8, p-CIP stab down -9, PfM18AAP inh -10 and PHOSPHO1 block 56.
Screening CCOC(=O)c1ccc(NC(=O)c2nn(CC)cc2Br)cc1 returned NALP1 inh 6, GPR7 antagonist -9, IDE cell inh -19, IMP-1 inhibitor -7.0, IDE act -1, VIM-2 inhibitor -0.2, p-CIP stab down -14, PfM18AAP inh 3 and PHOSPHO1 block -2.
Screening CC1(C)CC(=O)c2cnc(NC(=O)CCc3ccccc3)nc2C1 returned NALP1 inh -5, GPR7 antagonist -4, IDE cell inh 3, IMP-1 inhibitor -1.1, IDE act 2, VIM-2 inhibitor 0.7, p-CIP stab down -8, PfM18AAP inh -5 and PHOSPHO1 block -31.
CC(=O)Nc1ccc(S(=O)(=O)NCCS(=O)(=O)N2CCN(c3ccccc3F)CC2)cc1 was read as NALP1 inh 7, GPR7 antagonist -4, IDE cell inh 0, IMP-1 inhibitor -3.4, IDE act 2, VIM-2 inhibitor -1.9, p-CIP stab down 2, PfM18AAP inh 3 and PHOSPHO1 block 53.
Screening COc1cccc(Nc2ccccc2C(=O)O)c1 returned NALP1 inh -3, GPR7 antagonist -3, IDE cell inh -2, IMP-1 inhibitor -3.9, IDE act 2, VIM-2 inhibitor -1.6, p-CIP stab down 7, PfM18AAP inh 5 and PHOSPHO1 block 12.
For COCCNc1nc(N2CCCCC2)c2cnn(C)c2n1 the results were NALP1 inh 3, GPR7 antagonist 0, IDE cell inh 9, IMP-1 inhibitor -2.8, IDE act 5, VIM-2 inhibitor -1.8, p-CIP stab down 2, PfM18AAP inh 1 and PHOSPHO1 block 11.
For CN(/N=C/c1cccc(Br)c1)C1=NS(=O)(=O)c2ccccc21 the results were NALP1 inh 11, GPR7 antagonist -8, IMP-1 inhibitor -1.8, IDE act -2, VIM-2 inhibitor 16*, p-CIP stab down 4, PfM18AAP inh 9 and PHOSPHO1 block 28.
N#Cc1c(-c2ccccc2)cc(-c2ccccc2)nc1Br was read as NALP1 inh 23, GPR7 antagonist -7, IDE cell inh 2, IMP-1 inhibitor -1.9, IDE act -5, VIM-2 inhibitor -1.1, p-CIP stab down -16, PfM18AAP inh -4 and PHOSPHO1 block 1.
Screening CCOc1ccc(CC(=NCCO)C2=C(O)CC(C)(C)CC2=O)cc1OCC returned NALP1 inh 20, GPR7 antagonist -4, IDE cell inh -4, IMP-1 inhibitor -4.4, IDE act 8, VIM-2 inhibitor -2.6, p-CIP stab down 7, PfM18AAP inh 4 and PHOSPHO1 block 0.
`CCOc1ncccc1C(=O)NCc1ccc(OC)c(OC)c1` gave NALP1 inh -8, GPR7 antagonist -3, IDE cell inh 4, IMP-1 inhibitor -0.4, IDE act 0, VIM-2 inhibitor -2.3, p-CIP stab down -14, PfM18AAP inh -2 and PHOSPHO1 block 7.
Screening COc1ccc(OC(C)C(=O)Nc2ccccc2C(F)(F)F)cc1 (stereo not drawn) returned NALP1 inh 38, GPR7 antagonist -3, IDE cell inh 4, IMP-1 inhibitor -1.6, IDE act -1, VIM-2 inhibitor -1.6, p-CIP stab down -17, PfM18AAP inh -1 and PHOSPHO1 block 0.
`CCCc1nc(SCc2cccnc2)c2c(=O)n(C)c(=O)n(C)c2n1` gave NALP1 inh 32, GPR7 antagonist -15, IDE cell inh 1, IMP-1 inhibitor -4.5, IDE act -7, VIM-2 inhibitor 10*, p-CIP stab down -5, PfM18AAP inh 2 and PHOSPHO1 block -14.
CC1CN(CCOc2ccc(Cl)c(Cl)c2)CC(C)O1 (stereo not drawn) was read as NALP1 inh 6, GPR7 antagonist -4, IDE cell inh 0, IMP-1 inhibitor -1.1, IDE act 2, VIM-2 inhibitor -2.2, p-CIP stab down -12, PfM18AAP inh -3 and PHOSPHO1 block 3.
For CC(C)(Oc1ccc(Cl)cc1)C(=O)Nc1ccncc1 the results were NALP1 inh 4, GPR7 antagonist 9, IDE cell inh -4, IMP-1 inhibitor -1.9, IDE act 5, VIM-2 inhibitor -2.5, p-CIP stab down -19, PfM18AAP inh -11 and PHOSPHO1 block 12.
For COc1ccc2nc(NC(=O)CSc3nnnn3C3CCCCC3)sc2c1 the results were NALP1 inh 2, GPR7 antagonist -15, IDE cell inh 7, IMP-1 inhibitor -1.6, IDE act 0, VIM-2 inhibitor -5.0, p-CIP stab down -4, PfM18AAP inh 6 and PHOSPHO1 block 26.
Screening COC(=O)Cc1c(O)ccn(CCc2ccc(S(N)(=O)=O)cc2)c1=O returned NALP1 inh 1, GPR7 antagonist -3, IDE cell inh 9, IMP-1 inhibitor -4.2, IDE act 7, VIM-2 inhibitor -4.4, p-CIP stab down -4, PfM18AAP inh -2 and PHOSPHO1 block 11.
Cc1oc2c(c1C(=O)N1CCC(C)CC1)C(=O)c1ccccc1C2=O was read as NALP1 inh 14, GPR7 antagonist -5, IDE cell inh 7, IMP-1 inhibitor 1.6, VIM-2 inhibitor 4.1, p-CIP stab down -12, PfM18AAP inh 7 and PHOSPHO1 block 24.
O=C(Nc1ccccc1)c1c(F)c(F)c(F)c(F)c1F was read as NALP1 inh 5, GPR7 antagonist -7, IDE cell inh -11, IMP-1 inhibitor -3.3, IDE act 4, VIM-2 inhibitor -0.8, p-CIP stab down 4, PfM18AAP inh -5 and PHOSPHO1 block -2.
`CC(C)CC(NC(=O)C1CCC(C)CC1)C(=O)Nc1ccc2c(c1)OCCO2` (stereo not drawn) gave NALP1 inh -1, GPR7 antagonist 8, IDE cell inh 0, IMP-1 inhibitor -7.5, IDE act 5, VIM-2 inhibitor -5.4, p-CIP stab down -18, PfM18AAP inh 3 and PHOSPHO1 block -9.
COc1cc(N2CCCC2)c(OC)cc1/C=C(/C#N)c1cccc(F)c1 was read as NALP1 inh 44*, GPR7 antagonist -3, IDE cell inh 17*, IMP-1 inhibitor -2.5, IDE act -16, VIM-2 inhibitor -0.9, p-CIP stab down -133, PfM18AAP inh 3 and PHOSPHO1 block 8.
`COc1ccc(-c2nnc(SC(C)C#N)o2)cc1` (stereo not drawn) gave NALP1 inh -2, GPR7 antagonist -5, IDE cell inh 12, IMP-1 inhibitor -4.6, IDE act -2, VIM-2 inhibitor -3.7, p-CIP stab down -7, PfM18AAP inh -1 and PHOSPHO1 block 14.
Screening CC(C)Cc1cc(C(=O)Nc2cccc(O)c2)no1 returned NALP1 inh 20, GPR7 antagonist -2, IDE cell inh -2, IMP-1 inhibitor -0.7, IDE act 4, VIM-2 inhibitor 0.2, p-CIP stab down -12, PfM18AAP inh -14 and PHOSPHO1 block 20.
Screening Cn1c(SCC(=O)Nc2ccccc2)nnc1-c1ccc(NC(=O)CCc2ccccc2)cc1 returned NALP1 inh -20, GPR7 antagonist -6, IDE cell inh -1, IMP-1 inhibitor -1.9, IDE act 4, VIM-2 inhibitor -0.1, p-CIP stab down -5, PfM18AAP inh -12 and PHOSPHO1 block -4.
Cc1ccccc1N(CC(=O)NCCSCc1ccco1)S(C)(=O)=O was read as NALP1 inh 8, GPR7 antagonist -15, IDE cell inh -3, IMP-1 inhibitor -4.1, IDE act 0, VIM-2 inhibitor -5.4, p-CIP stab down -3, PfM18AAP inh -6 and PHOSPHO1 block 3.
`CC(C)(C)c1ccc(C(=O)N2CCN(C(=O)C3CCCCC3)CC2)cc1` gave NALP1 inh 9, GPR7 antagonist -6, IDE cell inh -3, IMP-1 inhibitor -2.4, IDE act 0, VIM-2 inhibitor -1.2, p-CIP stab down -7, PfM18AAP inh 4 and PHOSPHO1 block 38.
O=C(COc1ccc(Cl)cc1)NCc1nnc2c3ccccc3c(-c3ccccc3)nn12 was read as NALP1 inh 32, GPR7 antagonist -11, IDE cell inh 3, IMP-1 inhibitor -1.3, IDE act 2, VIM-2 inhibitor 0.1, p-CIP stab down 1, PfM18AAP inh 2 and PHOSPHO1 block 1.
Screening NC(=O)CSc1cn(Cc2ccccc2)c2ccccc12 returned NALP1 inh 28, GPR7 antagonist 0, IDE cell inh 1, IMP-1 inhibitor 1.0, IDE act -2, VIM-2 inhibitor -1.1, p-CIP stab down -6, PfM18AAP inh -5 and PHOSPHO1 block 24.

Screens from PubChem BioAssay.

Random draw from the library; any-hit rate near 5.3%.
